High-throughput results (PubChem)
PREPL inhibitor: PREPL enzyme inhibitors, primary screen, biochemical, fluorescence polarization. Prolyl endopeptidase-like (Homo sapiens), Q4J6C6. recombinant PREPL, fluorescence polarization activity-based probe. inhibition, % at 5.96 µM. 320,000 tested, 0.68% active. AID 2751, 2010; in the data active means inhibition above about 43%;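 further: 0% = enzyme with DMSO and 100% = wells lacking enzyme; many of its hits are not listed in these tables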
PME-1 primary: PME-1 inhibitors via competitive probe labeling, primary screen, biochemical, fluorescence polarization, FP-Rh probe, HTS; recombinant PME-1; 320,000 tested, 0.53% active; inhibition, % at 5.9 µM;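 active means inhibition above the campaign mean of all compounds plus 3 SD, cut at about 26% in these data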;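 further: competitive labeling of PME-1 active site by serine hydrolase directed probe; 0% = PME-1 with DMSO and 100% = wells lacking PME-1 enzyme; inhibitors block probe labeling so polarization falls and inhibition rises; many of its hits are not listed in these tables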
Target sequence (Q9Y570 whole entry, looked up): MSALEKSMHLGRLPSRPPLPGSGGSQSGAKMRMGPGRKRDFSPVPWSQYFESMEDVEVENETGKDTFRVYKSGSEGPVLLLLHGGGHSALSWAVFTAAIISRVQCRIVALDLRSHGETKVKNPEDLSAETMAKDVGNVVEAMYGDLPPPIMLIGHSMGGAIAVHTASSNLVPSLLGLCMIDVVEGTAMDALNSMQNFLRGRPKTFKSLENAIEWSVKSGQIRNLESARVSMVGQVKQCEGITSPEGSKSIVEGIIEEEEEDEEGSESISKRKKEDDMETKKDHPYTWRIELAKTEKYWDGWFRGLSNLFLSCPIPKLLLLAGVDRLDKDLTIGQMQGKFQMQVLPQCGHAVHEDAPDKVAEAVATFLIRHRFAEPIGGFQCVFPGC
LYPLA1 counter: LYPLA1 inhibitors, primary screen, counter-screen for PME1 inhibitor project, biochemical, fluorescence polarization, FP-Rh probe ABPP. Acyl-protein thioesterase 1 (Homo sapiens), O75608. recombinant LYPLA1. inhibition, % at 5.9 µM. 320,000 tested, 0.16% active. AID 2174, 2009;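 active means inhibition above the mean of all tested compounds plus 3 SD, set per campaign, cut at about 14% in these data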;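 further: inhibitors block serine hydrolase probe labeling of LYPLA1 so polarization falls; 0% = enzyme with DMSO and 100% = wells lacking LYPLA1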
Target sequence (O75608 whole entry, looked up): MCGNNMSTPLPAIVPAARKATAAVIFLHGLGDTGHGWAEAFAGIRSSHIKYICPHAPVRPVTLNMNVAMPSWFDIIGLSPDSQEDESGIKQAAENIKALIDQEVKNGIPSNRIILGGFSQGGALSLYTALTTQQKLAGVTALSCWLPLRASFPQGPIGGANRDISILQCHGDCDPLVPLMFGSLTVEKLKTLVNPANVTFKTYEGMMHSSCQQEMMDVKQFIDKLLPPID
PAFAH1B2 inh: PAFAH1B2 enzyme inhibitors, primary screen, biochemical, fluorescence polarization, human; recombinant PAFAH1B2, FP-rhodamine activity probe; 340,000 tested, 1.2% active; Platelet-activating factor acetylhydrolase IB subunit alpha2 (Homo sapiens), P68402; inhibition, % at 3.39 µM;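 active means inhibition above the mean of all tested compounds plus 3 SD, cut at about 24% in these data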;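 further: 0% = enzyme with DMSO and 100% = wells lacking PAFAH1B2; many of its hits are not listed in these tables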
PAFAH1B3 inh: PAFAH1B3 enzyme inhibitors, primary screen, biochemical, fluorescence polarization, human. Platelet-activating factor acetylhydrolase IB subunit alpha1 (Homo sapiens), Q15102. 340,000 tested, 0.28% active. recombinant PAFAH1B3, FP-rhodamine probe. inhibition, % at 3.39 µM;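 active means inhibition above the screen-wide average of all tested compounds plus 3 SD, cut at about 25% in these data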;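 further: 0% = enzyme with DMSO only and 100% = wells lacking PAFAH1B3 protein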
PAD4 FP inh: human PAD4 inhibitors, primary screen, biochemical, fluorescence polarization, 1536-well format | Protein-arginine deiminase type-4 (Homo sapiens), Q9UM07 | recombinant PAD4, RCA probe fluorescence polarization | inhibition, % at 6.36 µM | 330,000 tested, 0.41% active;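 active means percent inhibition above a cutoff equal to the mean of all tested compounds plus 3 SD, cut at about 15% in these data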;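 further: 0% = PAD4 with RCA probe and DMSO and 100% = probe without PAD4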
pPAFAH FP inh: pPAFAH enzyme inhibitors, primary screen, biochemical, fluorescence polarization, human; Platelet-activating factor acetylhydrolase (Homo sapiens), Q13093; recombinant pPAFAH, FP-rhodamine probe fluorescence polarization; inhibition, % at 3.39 µM; 330,000 tested, 1.5% active; AID 463082, 2010;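 active means inhibition above the mean inhibition across the screen plus 3 SD, cut at about 25% in these data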;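 further: inhibitors block binding of the rhodamine activity-based probe so polarization drops; 0% = enzyme with DMSO and 100% = wells lacking pPAFAH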
LYPLA2 inh: LYPLA2 inhibitors, primary screen, counter-screen for PME1 inhibitor project, biochemical, fluorescence polarization, FP-Rh probe ABPP | AID 2177, 2009 | 320,000 tested, 0.38% active | inhibition, % at 5.9 µM | Acyl-protein thioesterase 2 (Homo sapiens), O95372 | recombinant LYPLA2;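 active means inhibition above the screen-wide mean plus 3 SD, limit set per campaign, cut at about 26% in these data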;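 further: 0% = LYPLA2 with DMSO and 100% = wells lacking LYPLA2 enzyme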
GSTO1 inh: inhibitors of recombinant GSTO1, primary screen, counter-screen for RBBP9 inhibitor project, biochemical, fluorescence polarization; Glutathione S-transferase omega-1 (Homo sapiens), P78417; inhibition, % at 5.96 µM; 300,000 tested, 1.1% active; activity-based probe fluorescence polarization;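 active means inhibition above the campaign mean inhibition plus 3 SD, cut at about 35% in these data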;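 further: 0% = GSTO1-1 with DMSO and 100% = wells lacking GSTO1-1 enzyme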
Target sequence (P78417 whole entry, looked up): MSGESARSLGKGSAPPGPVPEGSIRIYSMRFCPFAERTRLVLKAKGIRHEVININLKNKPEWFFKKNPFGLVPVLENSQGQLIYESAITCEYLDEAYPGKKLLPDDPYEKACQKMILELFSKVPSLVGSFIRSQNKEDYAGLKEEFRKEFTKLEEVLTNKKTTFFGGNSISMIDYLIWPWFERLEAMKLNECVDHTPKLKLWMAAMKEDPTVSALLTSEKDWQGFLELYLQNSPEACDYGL
An asterisk follows results filed as active; nt = not tested or not shown. Some of the compounds tested; count on the stated rates, not on these rows.

The first seven entries, ahead of the listing:
SMILES	PREPL inhibitor	PME-1 primary	LYPLA1 counter	PAFAH1B2 inh	PAFAH1B3 inh	PAD4 FP inh	pPAFAH FP inh	LYPLA2 inh	GSTO1 inh
Cc1ccccc1NC(=S)NCc1cccn1C	15	-5	-1	-1	5	-3	-6	-2	-5
CN1C(=O)c2ccc(C(=O)NCc3ccccc3)cc2C1=O	1	7	1	2	3	-1	5	-2	-4
COCCOC(=O)C1=C(N)OC2=C(C(=O)CCC2)C1c1cccnc1 (centres undefined)	8	-7	3	4	2	-2	-5	-1	1
CNC(=S)N1CCC(c2nc3ccccc3s2)CC1	6	3	2	0	-3	-2	4	-5	2
CCC(=O)Nc1cccc(C(=O)Nc2nccs2)c1	6	-3	0	1	-1	0	2	5	-3
CCN1C(=O)CC(C(=O)Nc2ccc(F)cc2)SC1=Nc1ccc2c(c1)OCO2 (centres undefined)	14	4	2	-5	10	3	7	36*	0
O=C1c2ccsc2SCCN1Cc1c(F)cccc1Cl	-1	4	-9	10	2	-2	0	-12	8

This part in full (from the top)
SMILES	PREPL inhibitor	PME-1 primary	LYPLA1 counter	PAFAH1B2 inh	PAFAH1B3 inh	PAD4 FP inh	pPAFAH FP inh	LYPLA2 inh	GSTO1 inh
Cc1ccccc1NC(=S)NCc1cccn1C	15	-5	-1	-1	5	-3	-6	-2	-5
CN1C(=O)c2ccc(C(=O)NCc3ccccc3)cc2C1=O	1	7	1	2	3	-1	5	-2	-4
COCCOC(=O)C1=C(N)OC2=C(C(=O)CCC2)C1c1cccnc1 (centres undefined)	8	-7	3	4	2	-2	-5	-1	1
CNC(=S)N1CCC(c2nc3ccccc3s2)CC1	6	3	2	0	-3	-2	4	-5	2
CCC(=O)Nc1cccc(C(=O)Nc2nccs2)c1	6	-3	0	1	-1	0	2	5	-3
CCN1C(=O)CC(C(=O)Nc2ccc(F)cc2)SC1=Nc1ccc2c(c1)OCO2 (centres undefined)	14	4	2	-5	10	3	7	36*	0
O=C1c2ccsc2SCCN1Cc1c(F)cccc1Cl	-1	4	-9	10	2	-2	0	-12	8
OC(c1ccccc1)(c1ccc(F)cc1)C(c1ccccc1)N1CCOCC1 (centres undefined)	-5	-7	1	33*	2	-6	0	1	-3
O=c1ccc(OCCOc2ccccc2)nn1-c1ccccc1	18	-1	1	6	7	-1	5	0	5
Cc1ccc(C2CC2C(=O)NNC(=S)Nc2cccc(Cl)c2)cc1 (centres undefined)	-45	12	-5	20	5	0	23	2	-7
Cc1cc(NC(=O)CSc2nnc3c(C)cc4c(C)ccc(C)c4n23)no1	-2	-1	-1	5	5	0	3	-1	-6
Cc1ccc(-n2c(C)cc(C(=O)COC(=O)c3ccc[nH]c3=O)c2C)cc1	3	0	-1	0	5	2	1	1	3
COCCn1nnnc1CN1CCC(NC(=O)c2ccc(Br)cc2)CC1	-4	-4	-2	0	-1	-5	9	-4	6
Cc1cc(NC(=O)CSCC(=O)Nc2nc3ccccc3[nH]2)no1	1	1	5	7	5	4	1	0	6
COc1ccccc1CN(C)C(=O)CN1CCN(CC(=O)Nc2ccccc2Cl)CC1	25	-1	1	-3	-8	4	0	12	nt
O=C(c1ccc(F)cc1)c1cn[nH]c1-c1ccccc1O	3	-7	-1	5	-3	1	4	4	4
Cn1cc(/C=C(\C#N)C(=O)Nc2ncc(Cc3ccc(Cl)cc3)s2)c2ccccc21	4	-9	-4	3	3	-4	3	-8	-1
COc1ccc(NC(=O)CN(C)C2CCCCC2)c([N+](=O)[O-])c1	-7	2	2	8	8	0	2	5	3
O=C(NC1CCCC1)C(c1ccncc1)N(C(=O)Cn1nnc(-c2ccccc2F)n1)c1cccc(F)c1 (centres undefined)	10	-7	2	1	1	10	-5	-2	-3
OCCCNc1c2ccccc2nc2ccccc12	5	-58	-2	3	-6	-7	2	-7	-2
CC[n+]1ccc(/C=C2\Sc3ccccc3N2CCCS(=O)(=O)[O-])c2ccccc21	15	-4	-2	1	3	-4	10	-1	2
Cc1ccc(CC(=O)N(C)CC(=O)N(CC(C)C)c2c(N)n(CC(C)C)c(=O)[nH]c2=O)cc1C	8	-4	-2	2	0	-3	6	0	-2
Cc1nnc(NC(=O)CSc2nc3c(c(=O)n(C)c(=O)n3C)n2C(C)C)s1	3	-4	2	4	7	0	0	-2	3
COc1ccc(C2=NN(C(=O)c3ccco3)C(c3ccco3)C2)cc1OC (centres undefined)	-6	2	2	2	5	3	6	0	-3
S=c1[nH]nc(Cc2cccc3ccccc23)n1-c1ccccc1	-15	-1	-5	6	1	3	5	1	1

Four compounds picked at random from those above, as already listed:
SMILES	PREPL inhibitor	PME-1 primary	LYPLA1 counter	PAFAH1B2 inh	PAFAH1B3 inh	PAD4 FP inh	pPAFAH FP inh	LYPLA2 inh	GSTO1 inh
Cc1ccc(C2CC2C(=O)NNC(=S)Nc2cccc(Cl)c2)cc1 (centres undefined)	-45	12	-5	20	5	0	23	2	-7
CCN1C(=O)CC(C(=O)Nc2ccc(F)cc2)SC1=Nc1ccc2c(c1)OCO2 (centres undefined)	14	4	2	-5	10	3	7	36*	0
O=c1ccc(OCCOc2ccccc2)nn1-c1ccccc1	18	-1	1	6	7	-1	5	0	5
COc1ccc(NC(=O)CN(C)C2CCCCC2)c([N+](=O)[O-])c1	-7	2	2	8	8	0	2	5	3

The list goes on.
SMILES	PREPL inhibitor	PME-1 primary	LYPLA1 counter	PAFAH1B2 inh	PAFAH1B3 inh	PAD4 FP inh	pPAFAH FP inh	LYPLA2 inh	GSTO1 inh
COCC(=O)Nc1cc(C)cn(Cc2c(F)cccc2Cl)c1=O	10	-5	-2	8	12	4	-1	-4	7
CN(C(=O)C1CCN(S(=O)(=O)c2cccs2)CC1)C1CCCCC1	-11	3	0	1	9	-1	6	1	0
CC(=O)CSc1nnc(NC(=O)CCc2ccccc2)s1	3	-8	-1	12	6	1	5	8	2
Cc1ccc(S(=O)(=O)n2c(C)nc3cc(C)ccc32)cc1	12	0	4	1	4	0	2	12	10
Cc1ccc(C2CC(c3cccc(C)c3)n3ncnc3N2)cc1 (centres undefined)	-40	2	3	5	5	-7	6	2	-1
Cc1ccc(NC(=O)COC(=O)CCC(=O)c2ccc(C(C)(C)C)cc2)c([N+](=O)[O-])c1	14	5	-3	14	4	-1	17	0	22
NC(=O)N1N=C2/C(=C/c3ccccc3)CCCC2C1c1ccccc1 (centres undefined)	-4	-4	1	8	5	0	4	2	-2
CN1CCC(N(C)CC(=O)Nc2cccc(Oc3ccccc3)c2)CC1	16	3	-2	6	7	-2	2	3	-6
O=C(NNC(=O)c1ccc(Cl)c(S(=O)(=O)Nc2ccc(Cl)cc2)c1)c1ccc(=O)[nH]c1	-2	1	-3	2	1	5	8	-3	-1
Cc1c(CC(=O)N2CCN(C(=O)C3COc4ccccc4O3)CC2)c(=O)oc2c(O)c(O)ccc12 (centres undefined)	31	4	-9	3	1	4	81*	11	45*
O=C(Cc1ccccc1Cl)NCc1cccnc1	5	-6	5	2	7	-3	1	-3	-6
COc1ccc(/C=N/NC(=O)CC2N=C(Cc3ccccc3)NNC2=O)cc1OC (centres undefined)	3	2	-2	1	3	0	4	9	0
Cc1ccc(NC(=O)COC(=O)CCOc2ccccc2C)cc1	-14	0	0	1	4	-2	16	-3	12
COc1ccc(NCCC#N)cc1	15	-3	2	-2	4	4	1	9	6
COc1ccc(OC)c(-c2csc(NC(=O)c3ccc(OCC4CCCO4)cc3)n2)c1 (centres undefined)	10	-28	-18	-3	14	0	7	-31	4
COc1ccccc1NC(=O)CSc1nnc(C2CCCCC2)n1-c1ccccc1	-11	9	5	23	0	-5	-4	6	0
CS(=O)(=O)n1nc(-c2ccccc2)nc1NCc1ccco1	1	-5	-3	-2	-1	-2	6	-5	1
Cc1nn(C)c(C)c1CCC(=O)NC1CC(C)(C)Cc2c1cnn2-c1ccccc1 (centres undefined)	3	-2	-3	-2	1	0	-1	-1	6
Cc1cc(NC(=O)C2COc3ccccc3O2)no1 (centres undefined)	4	-1	-2	5	-4	-1	-4	6	2
COc1ccc([N+](=O)[O-])c(OC)c1C(=O)NC(=O)Nc1nc(C)cc(C)n1	15	-2	2	5	6	-1	-1	2	9
Cc1ccc([N+](=O)[O-])c2c1C(N1CC(C)OC(C)C1)C(C)(C)O2 (centres undefined)	-3	-1	-3	2	-2	-3	1	-2	2
Cc1cc(NC(=O)C(C)(C)C)no1	3	-6	-1	1	-4	-5	4	-1	4
CC1=C(C(=O)OCc2ccc([N+](=O)[O-])cc2)N2C(=O)C(NC(=O)Cc3ccccc3)C2SC1 (centres undefined)	17	-4	3	3	2	0	6	1	-5
O=C(NCc1ccccc1)C(c1ccccc1)N(C(=O)c1csnn1)C1CC1 (centres undefined)	-5	0	-3	5	8	2	1	-3	1
CC(C)(O)C#Cc1ccc(C(=O)NCc2ccccc2)s1	-9	-8	0	4	0	-4	-4	2	2
(next part)
SMILES	PREPL inhibitor	PME-1 primary	LYPLA1 counter	PAFAH1B2 inh	PAFAH1B3 inh	PAD4 FP inh	pPAFAH FP inh	LYPLA2 inh	GSTO1 inh
O=C(COC(=O)Cc1ccc(-c2ccccc2)cc1)NCc1ccc(F)cc1	13	0	-1	1	-11	4	19	3	4
CCN(CC)c1ccc(S(=O)(=O)N(CC)CC)cc1NC(=O)C1CCCC1	0	3	-2	6	10	-1	3	-2	3
CCOc1cc(/C=C2\C(=N)N3N=C(S(C)(=O)=O)SC3=NC2=O)ccc1OCCOc1cccc(OC)c1	2	-6	-17	-4	-13	-3	4	-11	-28
Cc1ccc(NS(=O)(=O)c2csc(C(N)=O)c2)c(C)c1	8	1	2	7	6	1	36*	5	11
O=C(O)/C=C/C(=O)Nc1ccc(N2CCOCC2)nc1N1CCOCC1	0	2	5	3	5	1	1	5	15
CCCn1c(C)cc(/C=C(\C#N)C(=O)OCC(=O)Nc2cccc(OC)c2)c1C	0	1	-10	0	-1	-8	-5	14	0
CC(C)CN(C(=O)CSc1ccc2c(c1)OCCO2)c1c(N)n(CC(C)C)c(=O)[nH]c1=O	4	-1	2	2	-5	4	1	2	nt
